MC4R ag barr = agonists of human melanocortin 4 receptor (MC4R) beta-arrestin | 360,000 tested, 0.98% active | activation, % at 8.9 µM | AID 540308 | U2OS MC4R beta-arrestin complementation, luminescence; percent of melanotan II response, DMSO zero;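 active means activation above a per-plate cutoff, the mean activation of sample wells on that plate plus 3 SD, cut at about 8% in these data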
Target sequence (P32245 whole entry, looked up): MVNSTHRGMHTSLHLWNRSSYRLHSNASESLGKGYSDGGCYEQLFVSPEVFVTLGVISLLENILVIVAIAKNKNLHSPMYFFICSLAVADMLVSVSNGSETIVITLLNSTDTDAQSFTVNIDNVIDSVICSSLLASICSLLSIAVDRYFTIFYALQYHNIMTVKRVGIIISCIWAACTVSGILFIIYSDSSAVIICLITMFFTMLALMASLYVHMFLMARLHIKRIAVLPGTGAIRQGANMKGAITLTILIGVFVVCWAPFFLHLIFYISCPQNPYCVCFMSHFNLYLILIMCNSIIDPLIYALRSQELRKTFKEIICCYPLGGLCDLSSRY
H9c2 protect = protects H9c2 cardiomyocytes from peroxide injury. H2O2 injury protection, ATPLite, 2 h. protection from H2O2 cell death, % at 20 µM. 360,000 tested, 0.63% active. AID 588492;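 active means compounds giving at least 50% protection of heart cells from peroxide-induced death in the single-dose screen, raw or plate-pattern-corrected value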;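 further: 0% = DMSO wells with peroxide and 100% = DMSO wells without peroxide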
Glyco luc inh = blocks N-linked glycosylation in D54 reporter cells; D54 ERlucT glycosylation luciferase reporter, 24 h; percent of 100 nM tunicamycin response; 360,000 tested, 0.23% active; AID 588692; reporter increase, % at 12.5 µM;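 active means mean luciferase reporter signal, scaled so untreated is 0 and the glycosylation-blocking control 100, at or above a set limit in every replicate; inconclusive means mean reaches the limit but not every replicate does; inactive means mean below the limit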;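 further: luciferase carries N-glycosylation sites so blocking glycosylation raises the light; 0% = median of neutral control wells and 100% = median of 100 nM tunicamycin wells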
CaV13 ICDI inh = Primary screen for inhibitors of IQ motif and Ca2+-dependent inactivation inhibitor domain binding in CACNA1D, Förster resonance energy transfer in living cells, …; AID 743397; inhibition, % at 12.3 µM; 340,000 tested, 0.098% active; HEK cells, CFP/YFP FRET ICDI-IQ, plate reader, 10 min; percent FRET-ratio fall versus neutral wells;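 active means mean replicate inhibition of at least 30% and at least 1% of replicates passing that level; inconclusive means only one of the two criteria is met; inactive means neither criterion is met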;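 further: 0% = median of the neutral control wells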
Vif imaging = HIV Vif inhibition; 340,000 tested, 0.35% active; inhibition, % at 7.49 µM; HEK293T cells, Vif self-association by quenched fluorescence, imaging, 24 h; in the data active means inhibition above about 50%, passing the limit was not always enough; inconclusive means no clear call, values can overlap the other calls; inactive means below about 31%; further: some results filed as inactive read as strong as hits
PDI inh = inhibitors of human protein disulfide isomerase; PDI insulin aggregation turbidity, A650, 90 min; 350,000 tested, 0.052% active; inhibition, % at 10 µM; P07237; AID 588391;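 active means mean inhibition across replicates of 30% or more, whatever share of single replicates reach that level; inconclusive means mean inhibition below 30% while every single replicate reaches 30%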;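 further: absorbance from insulin aggregation driven by PDI reduction with DTT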
Target sequence (P07237 whole entry, looked up): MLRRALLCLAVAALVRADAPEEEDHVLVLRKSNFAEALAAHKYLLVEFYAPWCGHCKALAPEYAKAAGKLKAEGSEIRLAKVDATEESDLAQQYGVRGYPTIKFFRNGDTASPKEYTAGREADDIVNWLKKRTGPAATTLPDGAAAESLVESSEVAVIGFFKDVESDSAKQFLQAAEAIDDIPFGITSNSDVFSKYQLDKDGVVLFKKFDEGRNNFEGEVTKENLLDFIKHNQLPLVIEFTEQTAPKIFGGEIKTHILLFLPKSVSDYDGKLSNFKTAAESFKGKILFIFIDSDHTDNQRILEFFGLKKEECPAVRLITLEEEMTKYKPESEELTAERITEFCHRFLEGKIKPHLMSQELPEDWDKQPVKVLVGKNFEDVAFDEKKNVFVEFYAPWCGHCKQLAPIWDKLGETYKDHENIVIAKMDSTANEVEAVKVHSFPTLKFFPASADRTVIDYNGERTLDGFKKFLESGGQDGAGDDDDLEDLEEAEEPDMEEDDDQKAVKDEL
aDG glyco act = alpha-DG glycosylation activation; Pro5-aDG cells, alpha-DG glycosylation AlphaScreen (IIH6); 0% Pro5, 100% B10-LARGE cell signal; activation, % at 10 µM; 360,000 tested, 0.22% active;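 active means activation of at least 8% versus controls, or a plate z-score of at least 8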;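 further: Pro5 are CHO cells carrying HIG-tagged alpha-DG that lacks glycosylation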
ABCB6 inh 2 = human ABCB6 transporter inhibition. K562-ABCB6 porphyrin accumulation, flow cytometry, 1 h; hits give low values. 360,000 tested, 0.19% active. fluorescence ratio to DMSO, % at 10 µM. Q9NP58;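 active means fluorescence ratio to DMSO below 75%, the collection mean minus 3 SD; inconclusive means too few cells collected in the well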;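 further: signal is porphyrin accumulated inside mitochondria; 100% equals median channel fluorescence of DMSO control wells; lower ratio means ABCB6 inhibition with less porphyrin fluorescence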
MC4R antagonist = human MC4R antagonism in cAMP assay | P32245 | MC4R-expressing cells, MTII-stimulated cAMP, LANCE TR-FRET | inhibition, % at 6.5 µM | 360,000 tested, 0.48% active | AID 540295;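 active means inhibition above its plate's cutoff, the mean of tested wells on that plate plus 3 SD, cut at about 29% in these data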;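 further: 0% = Melanotan II alone and 100% = Melanotan II plus saturating MCL0020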
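Assay system: human MC4R-expressing U2OS cells; reagent: Melanotan II stimulation of cells; dosing: 6.5 µM single dose; timing: compound 30 min, challenge 1 h, detection 1 h; signal: TR-FRET cAMP assay; replicates: one well per compound, no replicates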
m5-HT2A agonist = agonists of mouse serotonin 5-HT2A receptor (HTR2A). P35363. CHO-K1 mHTR2A beta-arrestin complementation, luminescence; percent of 30 µM serotonin response. activation, % at 7.6 µM. 360,000 tested, 0.66% active. AID 624169;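 active means activation above a run cutoff, the mean activation of all tested compounds plus 3 SD, cut at about 14% in these data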;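 further: 0% = plate median of compound wells and 100% = 30 µM serotonin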
* marks the source's active call; other numbers are inactive results; u = inconclusive; x = not tested or not shown.

SMILES	MC4R ag barr	H9c2 protect	Glyco luc inh	CaV13 ICDI inh	Vif imaging	PDI inh	aDG glyco act	ABCB6 inh 2	MC4R antagonist	m5-HT2A agonist
COc1ccc(N2CC(C(=O)NCc3n[nH]c(=O)c4ccccc34)CC2=O)cc1 (stereo not drawn)	1.0	65*	0	-5	27	-12	0.1	98	-2	3
Nc1[nH]c(C(=O)c2ccccc2)c(-c2ccc(Cl)cc2)c1C(=O)NCc1ccco1	x	x	x	-8	x	x	1.1	115	x	5
CC(C)(C)NC(=O)NC(=O)CN1CCC(Cc2ccccc2)CC1	-1.1	2	-1	-5	2	0	0.5	100	-3	1
CC(C)(C)SCCSC1=CC(=O)CC(c2ccccc2)C1 (stereo not drawn)	0.6	-8	-2	-3	2	-11	-0.1	94	5	-2
CC(NC(=O)CCl)c1ccc(Cl)c(Cl)c1 (stereo not drawn)	-1.8	-15	10	-2	7	-2	0.6	97	3	-3
CCOC(=O)c1ccc2nc(C)c(CCC(C)=O)c(Cl)c2c1	0.2	-3	-3	x	2	4	0.2	115	7	2
CC(NC(=O)c1ccc(OC2CCN(Cc3ccccn3)CC2)cc1)c1ccccc1 (stereo not drawn)	-1.9	2	-4	5	14	14	0.5	89	1	-1
CCCc1cc(=O)[nH]c(SCC(=O)c2c(N)n(C3CC3)c(=O)[nH]c2=O)n1	-1.0	5	1	-3	-2	-2	0.0	95	-2	-2
Cc1cccc(OCC(=O)NNC(=O)C2CCCCC2C(=O)O)c1 (stereo not drawn)	-0.5	2	0	-2	0	13	0.0	95	0	6
Cc1cc(C)c(NC(=O)CNC(=O)COC(=O)C2=COCCO2)c(C)c1	0.1	7	2	-11	8	0	-0.1	98	5	-3
O=C(Cn1cnc2scc(-c3ccccc3)c2c1=O)N1CCOCC1	-1.7	5	0	-7	x	-4	0.1	92	6	2
CCSC1(SCC)N=C(N)C2(C#N)C(c3ccccc3)NC(C)=C(C)C12C#N (stereo not drawn)	-0.6	-8	1	-5	5	0	0.0	108	10	0
CCn1c(SCC(=O)NCC2CCCO2)nnc1-c1ccc(Cl)cc1 (stereo not drawn)	1.1	-4	0	-5	54*	-3	-0.2	92	-10	-1
COc1cccc(C(=O)O/N=C(\N)CS(=O)(=O)c2ccccc2)c1	-2.3	4	-2	1	3	-1	-0.3	101	13	-2
CCCOc1ccc(C(=O)O/N=C(\CC)c2ccc(C)cc2)cc1	2.9	-13	0	-18	0	-8	0.1	96	-2	-1
COC(=O)N1CCN(c2ccc(Cl)c(Cl)c2)CC1	-1.7	-11	-4	-7	13	-5	0.7	98	-4	0
CC1(C)Cc2c(c(-c3ccco3)[nH]c(=O)c2C#N)CO1	1.0	2	2	2	5	-4	-0.2	95	-3	2
COc1ccc(C2C(C(C)=O)=C(O)C(=O)N2c2nccs2)cc1OC (stereo not drawn)	-0.5	-1	-2	-9	18	9	-0.3	100	-6	3
O=C(CCN1C(=O)c2ccccc2C1=O)Nc1ccc2c(c1)OCCO2	-1.1	4	2	-8	5	-12	0.2	91	7	3
CCCSc1nc(N)cc(=O)[nH]1	-0.3	5	-1	x	-2	-6	0.0	139	1	-2
COc1ccc(Cl)cc1C(=O)NNC(=O)COC(=O)CC(NC(C)=O)c1ccccc1 (stereo not drawn)	-4.0	4	2	-5	4	0	0.4	98	0	4
Cc1cccc(NC(=O)COC(=O)CSc2ccccc2)c1C	-2.6	5	3	-6	11	-7	0.2	96	11	-2
COc1cccc(CNC(=O)C2CCC(CNc3c(N4CCC(C)CC4)c(=O)c3=O)CC2)c1 (stereo not drawn)	-3.1	-6	2	-16	4	6	0.2	100	7	-3
CC(O)c1cccc(-c2ccc(CN3C[C@]4(CO)O[C@@H](CO)C[C@@H]4S3(=O)=O)cc2)c1 (stereo partly drawn)	-1.4	-1	2	-6	-12	0	-0.2	97	-5	-1
CC1=C(C(=O)N2CCOCC2)CC(CC(=O)NC(c2ccccc2)c2ccccc2)C(=O)N1Cc1ccc(C(C)(C)C)cc1 (stereo not drawn)	3.0	8	0	-6	-2	5	0.3	97	18	-1
Remaining list, next part.
SMILES	MC4R ag barr	H9c2 protect	Glyco luc inh	CaV13 ICDI inh	Vif imaging	PDI inh	aDG glyco act	ABCB6 inh 2	MC4R antagonist	m5-HT2A agonist
Cc1ccccc1C(=O)c1cccn1CC(=O)NC1CCCC(C)C1C (stereo not drawn)	1.6	-2	-4	-3	8	4	0.2	95	6	-4
COc1ccc(S(=O)(=O)N2CCC(C)CC2)cc1OC	-0.8	0	0	-2	3	0	-0.2	99	9	-3
Cc1cc(CNC(=O)CC2C(=O)NCCN2Cc2ccccc2C(F)(F)F)on1 (stereo not drawn)	-3.6	0	3	-7	9	-3	0.2	92	1	-8
O=C(CNC(=O)c1ccccc1)NCC(=O)OCC(=O)c1ccccc1Cl	-3.0	7	-1	-3	-2	-5	0.0	102	10	-2
CCOc1ccc(-c2nc(-c3cccs3)c(CC(=O)O)s2)cc1OC	-0.1	-14	2	3	-1	14	0.0	97	21	-3
COc1ccc2c(c1OC)OCC2C (stereo not drawn)	0.6	2	3	-5	1	2	-0.1	98	0	-5
COc1cc(/C=N/N=C2/NC(=O)C(Cc3ccccc3)S2)ccc1O (stereo not drawn)	-2.0	-8	-1	-7	x	2	-0.4	100	-3	-6
CCCCNC(=O)C1CCN(S(=O)(=O)c2ccc3c(c2)CC(C)N3C(=O)C2CC2)CC1 (stereo not drawn)	-0.1	-6	-1	-6	6	-8	-0.2	98	11	0
CCS(=O)(=O)Nc1ccc(-c2ccc(NS(=O)(=O)CC)c(OC)c2)cc1OC	-0.1	-6	-3	-6	-18	-6	0.1	93	3	-3
Cc1ccc(N2C(=O)N(CC(=O)N3CCc4ccccc43)C(=O)C2C)cc1 (stereo not drawn)	-1.0	2	2	-10	0	15	0.2	100	4	13
Cc1ccc(S(=O)(=O)NN2CCCCCC2)cc1	1.6	-3	-1	-6	u	-2	-0.1	97	3	2
Cc1nn(C(=O)c2c([N+](=O)[O-])cnn2C)c(C)c1Cl	0.5	-3	0	-5	8	-1	0.4	95	0	-1
COc1cc2c(cc1OC)CN(C(=O)CCCN1C(=O)c3ccccc3C1=O)CC2	1.8	15	-3	-9	-9	0	0.4	92	-1	1
COc1ccccc1NC(=O)N1CCN(c2ccc(F)cc2)CC1	-0.4	5	2	-4	23	7	-0.1	80	-2	-9
C=CCOC(=O)C1=C(C)NC(=O)NC1c1cc(Cl)cc(Cl)c1OC (stereo not drawn)	-0.6	-4	1	-5	-19	1	-0.1	96	13	7
CCOC(=O)C1=C(C)N=C2SC(C(=O)OC)=CC(=O)N2C1c1ccc(OC)cc1 (stereo not drawn)	-4.4	20	6	-7	-6	0	0.4	110	2	0
CCCOc1ccc(OCCOCCNCc2ccccc2)cc1	0.8	0	-6	-3	-8	-1	1.2	98	4	-4
CC(=O)n1cc([C@H]2C=C(C(=O)NCc3ccccc3)O[C@@H](OCCCCO)C2)c2ccccc21	-0.9	8	0	-5	-7	-1	0.1	98	3	4
COc1ccc(C(C(=O)NC(C)(C)C)N(C(=O)CNC(=O)c2cccs2)c2ccc(C(C)C)cc2)cc1OC (stereo not drawn)	-0.8	-5	-2	-9	2	0	0.1	103	3	-4
CC(C)NS(=O)(=O)c1ccc(OCC(=O)Nc2cccc(F)c2)cc1	-3.4	2	-1	1	-5	2	0.3	93	3	0
CCCC12CN3CC(C)(CN(C1)C31CCCCC1)C2=O	-2.7	0	-2	-5	2	5	0.0	103	-2	-1
NC(=O)COc1c(-c2ccccc2)oc2ccccc2c1=O	1.6	4	2	-7	9	-9	-0.2	101	17	-4
Cc1[nH]c2ccccc2c1C(=O)C(=O)NC1CC(=O)N(c2ccc(F)cc2)C1 (stereo not drawn)	-3.7	0	-1	-2	-3	1	-0.3	97	8	-12
O=C(c1ccc(F)cc1)N1CCN(c2ccc(N3CCOCC3)nn2)CC1	-0.9	-1	1	11	-3	7	0.0	96	10	5
COc1ccc(NC(=O)Cn2nnc3sc4c(c3c2=O)CC(C)(C)OC4)cc1	-1.0	-2	-2	-5	2	13	0.1	97	-5	4
COC(=O)c1ccsc1NC(=O)c1ccco1	-2.3	3	0	x	1	-5	0.0	102	1	6
CCCN(CC(=O)Nc1ccccc1C)C(=O)c1ccc(COc2ccccc2)cc1	-2.9	0	-2	-6	-6	3	0.3	96	16	0
Cc1c(C)n(Cc2ccccc2)c2ncnc(NN)c12	0.1	-5	0	-5	-10	-1	0.1	96	14	-4

Copied from the listing for reference:
SMILES	MC4R ag barr	H9c2 protect	Glyco luc inh	CaV13 ICDI inh	Vif imaging	PDI inh	aDG glyco act	ABCB6 inh 2	MC4R antagonist	m5-HT2A agonist
COc1ccc(C(C(=O)NC(C)(C)C)N(C(=O)CNC(=O)c2cccs2)c2ccc(C(C)C)cc2)cc1OC (stereo not drawn)	-0.8	-5	-2	-9	2	0	0.1	103	3	-4
CC(C)NS(=O)(=O)c1ccc(OCC(=O)Nc2cccc(F)c2)cc1	-3.4	2	-1	1	-5	2	0.3	93	3	0
CCCC12CN3CC(C)(CN(C1)C31CCCCC1)C2=O	-2.7	0	-2	-5	2	5	0.0	103	-2	-1
NC(=O)COc1c(-c2ccccc2)oc2ccccc2c1=O	1.6	4	2	-7	9	-9	-0.2	101	17	-4
Cc1[nH]c2ccccc2c1C(=O)C(=O)NC1CC(=O)N(c2ccc(F)cc2)C1 (stereo not drawn)	-3.7	0	-1	-2	-3	1	-0.3	97	8	-12
O=C(c1ccc(F)cc1)N1CCN(c2ccc(N3CCOCC3)nn2)CC1	-0.9	-1	1	11	-3	7	0.0	96	10	5
COc1ccc(NC(=O)Cn2nnc3sc4c(c3c2=O)CC(C)(C)OC4)cc1	-1.0	-2	-2	-5	2	13	0.1	97	-5	4
COC(=O)c1ccsc1NC(=O)c1ccco1	-2.3	3	0	x	1	-5	0.0	102	1	6
CCCN(CC(=O)Nc1ccccc1C)C(=O)c1ccc(COc2ccccc2)cc1	-2.9	0	-2	-6	-6	3	0.3	96	16	0
Cc1c(C)n(Cc2ccccc2)c2ncnc(NN)c12	0.1	-5	0	-5	-10	-1	0.1	96	14	-4

Assay outcomes as filed in PubChem.
